Assay outcomes: PubChem BioAssay, National Center for Advancing Translational Sciences (NCATS)
N370S GC mod: inhibits or activates N370S mutant glucocerebrosidase. N370S GC spleen homogenate, 4MU-glucoside fluorescence. Potency, µM (highest dose often 59.4 µM), for inactives: at the highest dose activity change, negative = inhibition, usual class: inhibitors. 330,000 tested, 0.092% active. AID 2101;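 note: 0% = full enzyme activity and -100% = no enzyme basal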
GCN5L2 inh: inhibitors of human GCN5L2 histone acetyltransferase. Q92830. GCN5L2 HAT assay, ThioGlo1 CoA-SH fluorescence. Potency, µM (doses to about 58.9 µM), for inactives: top-dose activity change, negative = inhibition, actives largely listed as inhibitors. 390,000 tested, 0.21% active
Target sequence (Q92830 whole entry, looked up): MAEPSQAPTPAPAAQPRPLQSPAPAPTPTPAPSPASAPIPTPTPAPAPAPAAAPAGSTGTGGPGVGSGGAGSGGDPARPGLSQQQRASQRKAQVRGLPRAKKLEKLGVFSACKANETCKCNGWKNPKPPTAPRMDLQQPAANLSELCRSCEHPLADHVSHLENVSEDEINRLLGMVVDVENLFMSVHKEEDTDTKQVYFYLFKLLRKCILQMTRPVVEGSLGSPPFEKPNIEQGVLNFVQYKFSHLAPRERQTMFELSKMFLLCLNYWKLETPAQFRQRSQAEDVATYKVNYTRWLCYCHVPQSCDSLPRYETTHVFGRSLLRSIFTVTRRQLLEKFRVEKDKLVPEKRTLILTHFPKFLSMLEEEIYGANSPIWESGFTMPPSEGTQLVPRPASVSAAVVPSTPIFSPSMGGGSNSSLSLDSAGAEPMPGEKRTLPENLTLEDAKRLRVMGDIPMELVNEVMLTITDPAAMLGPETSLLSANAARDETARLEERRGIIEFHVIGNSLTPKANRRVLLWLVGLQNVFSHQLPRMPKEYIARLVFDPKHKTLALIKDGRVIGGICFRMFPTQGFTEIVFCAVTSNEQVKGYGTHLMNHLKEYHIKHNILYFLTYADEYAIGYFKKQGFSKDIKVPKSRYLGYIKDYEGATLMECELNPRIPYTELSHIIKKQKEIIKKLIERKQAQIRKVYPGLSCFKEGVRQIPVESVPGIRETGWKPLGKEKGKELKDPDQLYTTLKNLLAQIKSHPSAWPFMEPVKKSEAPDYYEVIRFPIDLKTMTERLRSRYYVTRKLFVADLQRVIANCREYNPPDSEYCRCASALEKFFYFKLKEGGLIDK
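Compounds, pin-transferred from DMSO stocks, meet 20nM GCN5L2 for 15 min before the reaction begins with H3(1-25) peptide (75uM) and acetyl-CoA (70uM). Thiol-reactive ThioGlo1 reports CoA release over 20 min at room temperature.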
FEN1 inhibitor: human FEN1 inhibition; Potency, µM (doses to about 114 µM), without a hit: top-dose activity change, negative = inhibition, actives largely listed as inhibitors; Recombinant FEN1 flap cleavage, fluorescence, 15 min; AID 588795; 390,000 tested, 0.35% active; note: nearly all actives have a fitted effect of over 65% in size
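Reaction started by adding substrate (50 nM final) to 10 nM enzyme after 15 min room-temperature compound preincubation. Reads at 0 and 15 min, with data normalized and fitted to a four-parameter Hill equation.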
* marks the source's active call; other numbers are inactive results; ? = inconclusive; · = not tested or not shown; & = joins results of further samples; [ ] = remark or other dose. Calls come from the whole dose curve; as a rule, active = well fitted curve in the direction sought with a large enough effect; inconclusive = small, poorly fitted or top-dose-only effect, or another doubt; inactive = no such curve, though single readings can be large; an effect the other way counts as inactive or inconclusive. Unless noted, % is set by controls: 0 for no effect and ±100 for the full control effect; potency is the fitted concentration of half-maximal effect.

Order of results: N370S GC mod | GCN5L2 inh | FEN1 inhibitor
> CC(C)(C)c1ccc(CNc2ccc([N+](=O)[O-])cn2)cc1
→ 24% | -12% | -15%
> N#Cc1ccccc1NC(=O)CN1C(=O)NC2(CCCC2)C1=O
→ -14% | 2% | -3%
> C/C=C1\COC(C(=O)NCc2ccccc2)(C(F)(F)F)C=C1C=C(C)C (stereo not given)
→ -2% | · | -24%&-5%
> CCN(CC)S(=O)(=O)c1ccc(N2CC(C(=O)NC3(C)CCS(=O)(=O)C3)CC2=O)cc1 (stereo not given)
→ · | -3% | -4%
> Cc1nn(-c2ccccc2)c(Cl)c1/C=N/NC(N)=O
→ -2% | -18% | -14%
> COc1ccc(-c2nc3ccccc3o2)cc1NC(=O)COc1c(C)cc(Cl)cc1Cl
→ · | -4% | -1%
> CN(Cc1cccs1)C(=O)COC(=O)CNC(N)=O
→ 0% | -5% | 4%
> CCCCNC(=O)Cn1ncc2c(C)n(Cc3cccc(Cl)c3)c(C)c2c1=O
→ · | -4% | 5%
> OCCCNc1nc(-c2ccc(Cl)cc2)nc2ccccc12
→ -10% | 0% | 2%
> COc1ccc(S(=O)(=O)N(C)C2CCN(C)CC2)cc1
→ -2% | -11% | 16%
> CC(=O)c1ccccc1NC(=O)COc1ccc(N(C)S(=O)(=O)c2ccc(C)c(C)c2)cc1
→ · | -6% | 1%
> CC(C)c1cc(C(=O)Nc2cccnc2)no1
→ 30% | -2% | 9%
> CCNC(=S)NNC(=O)c1cccc(Br)c1
→ 0% | 0% | 8%
> CN(C(=O)CSc1nc2c(c(=O)[nH]1)CCCC2)c1ccccc1
→ · | -1% | -1%
> Fc1ccc(Cn2c(-c3cccc(Br)c3)nc3ccccc32)cc1
→ · | 1% | 0%
> CCOCc1nnc(NC(=O)CCC2CCCCC2)s1
→ -10% | -7% | 3%
> CC1=CC2(O)OCCN(CCO)C2=CC1=O (stereo not given)
→ -6% | -17% | -8%
> CC(C)Oc1cccc(C(=O)Nc2ccccc2N2CCOCC2)c1
→ 28% | -15% | -8%
> CC1(C)Cc2c(sc(NC(=O)c3ccc(S(=O)(=O)N4CCCCCC4)cc3)c2C#N)C(C)(C)N1
→ -19% | -3% | 0%
> COc1ccc(-n2nnnc2SCC(=O)c2ccc(OC)c(OC)c2)cc1
→ 7% | -3% | 4%
> COc1ccccc1NC(=O)CSc1nnnn1-c1ccc(F)cc1
→ -4% | -6% | -3%
> COc1cc(C2C(C(=O)OC(C)C)=C(C)N=C3SCCC(=O)N32)ccc1OCc1ccccc1 (stereo not given)
→ · | -19% | -3%
> CCN1C(=O)C(C(=O)c2ccccc2)SC1=S (stereo not given)
→ -7% | -4% | -6%
> CCCCC(=O)N1CC2(C)CN(C(=O)CCCC)CC(C)(C1)C2=O
→ 8% | -6% | 10%
> CCOc1ccc(C(C)=O)cc1N1C(=O)C2C(C1=O)C1C=CC2C12CC2 (stereo not given)
→ 1% | 2% | -1%
> CCN(CC)c1ccc(/C=C/C(=O)C2C(=O)C=C(C)OC2=O)cc1 (stereo not given)
→ -8% | -8% | -11%
> COc1ccc(CCNC(=O)Cc2ccc(OC)c(OC)c2)cc1OC
→ 1% | -4% | 25%
> O=C1c2ccccc2C(=O)N1CCCCN(C(=O)c1cc([N+](=O)[O-])cc([N+](=O)[O-])c1)c1ccc(Cl)cc1
→ 2% | 0% | -1%
> Cc1ccc(C(=O)N[C@@H](C)CN2C3=NC[C@H](C(C)C)N3C[C@H]2Cc2ccc(O)cc2)cc1Br
→ -13% | -19% | 16%
> CCc1ccc(NC(=O)Cn2c(=O)c3cc(Cl)ccc3n3nncc23)cc1
→ · | -3% | 8%
> Cc1cc2cc3c(=O)[nH]c(=O)[nH]c3nc2cc1C
→ ? | -11% | ·
> C=CCc1cccc2cc(C(=O)NCc3cccnc3)c(=O)oc12
→ 0% | -2% | 9%
> CCN(CC)CCCNC(=O)c1ccc2c3n(nc2c1)-c1ccc(Cl)cc1CO3
→ -22% | 3% | ?
> Cc1ccc(S(=O)(=O)NCCN2CCOCC2)c(C)c1C
→ 0% | 3% | -4%
> CC(=O)Nc1ccc(NC(=O)C2CCCN(c3ncccn3)C2)cc1 (stereo not given)
→ 14% | 0% | 4%
> O=c1c2c(nc3cc(-c4cccc(Cl)c4)[nH]n13)CCCC2
→ 18% | -12% | -2%
> COc1ccc(OC)c(C(=O)CSc2nc3ncccc3[nH]2)c1
→ 9% | -5% | 1%
> COc1ccc(NC(=O)Nc2ccc3nsnc3c2)cc1
→ 0%[12.8 µM] | -6% | -8%
> COc1cccc(-n2nc(C(N)=O)c(O)cc2=O)c1
→ -5% | -9% | 13%
> CCCCn1c(N)c(N(CCOC)C(=O)c2cc(-c3ccc(C)cc3)nc3ccccc23)c(=O)[nH]c1=O
→ -9% | 0% | 0%

Quoted at random: six entries already listed
Order of results: N370S GC mod | GCN5L2 inh | FEN1 inhibitor
> COc1ccc(OC)c(C(=O)CSc2nc3ncccc3[nH]2)c1
→ 9% | -5% | 1%
> O=C1c2ccccc2C(=O)N1CCCCN(C(=O)c1cc([N+](=O)[O-])cc([N+](=O)[O-])c1)c1ccc(Cl)cc1
→ 2% | 0% | -1%
> Cc1nn(-c2ccccc2)c(Cl)c1/C=N/NC(N)=O
→ -2% | -18% | -14%
> OCCCNc1nc(-c2ccc(Cl)cc2)nc2ccccc12
→ -10% | 0% | 2%
> COc1ccc(S(=O)(=O)N(C)C2CCN(C)CC2)cc1
→ -2% | -11% | 16%
> CCCCNC(=O)Cn1ncc2c(C)n(Cc3cccc(Cl)c3)c(C)c2c1=O
→ · | -4% | 5%

(continued)
Order of results: N370S GC mod | GCN5L2 inh | FEN1 inhibitor
> Cc1[nH]c(C)c(S(=O)(=O)NCc2ccc(F)cc2)c1C(=O)N1CCCC1
→ -1% | -20% | 15%
> COc1ccc(Cn2c(CO)cnc2SCC(=O)NCc2ccco2)cc1
→ · | -3% | 0%
> O=C(Nc1nccs1)c1ccc(S(=O)(=O)c2ccccc2)cc1
→ 0% | 1% | -10%
> CC1CCN(C(=O)C2COc3ccccc3C2)CC1 (stereo not given)
→ · | 4% | -7%
> Cc1ccc(C)c(NC(=S)NC(C)C(c2cccs2)N2CCOCC2)c1 (stereo not given)
→ -7% | -4% | 17%
> C[C@@H](O)c1nc2ccccc2n1N
→ 13% | -3% | 5%
> COc1ccc(NC(=O)CN2C(=O)COc3ccc(S(=O)(=O)Nc4ccccc4)cc32)cc1
→ · | 1% | 9%
> COc1cc(OC)c2c(-c3ccccc3)cc(=O)oc2c1C(CC(=O)N1CCN(c2ccccc2)CC1)c1ccc2c(c1)OCO2 (stereo not given)
→ 12% | -19% | ·
> COCCOC(=O)C1=C(C)N=C2SCCC(=O)N2C1c1ccc(OCc2ccccc2)c(OC)c1 (stereo not given)
→ · | -2% | -3%
> CCOC(=O)c1c(NC(=S)Nc2ccccc2)sc2c1CCN(CCc1ccccc1)C2
→ -8% | -16% | ·
> Fc1ccc(C2=CSC3=NCCN23)cc1
→ 0% | -9% | 1%
> O=C(CCNC(=O)c1ccccc1Cl)NC1=NCCS1
→ 1% | -7% | 3%
> Cc1cc(O)c(C)c(O)c1/C=N/NC(=O)c1cccnc1
→ -18% | -2% | -18%
> Cc1cc(C)nc(-n2nc(C)cc2NC(=O)c2ccc(S(=O)(=O)N3CCOCC3)cc2)n1
→ 2% | 3% | 4%
> CNC(=S)N(CCc1c(C)[nH]c2ccccc12)Cc1ccco1
→ -9% | -8% | -5%
> CSc1ccc(CCNC(=O)c2cc3cc(S(=O)(=O)N4CCCCC4)ccc3n2C)cc1
→ · | 0% | -19%
> CCOC(=O)c1cc2c(ccn2-c2ccc(F)cc2)n1CC(=O)N1CCN(C(=O)c2ccco2)CC1
→ -1% | 3% | -7%
> O=C(N/C(=C/c1ccc2c(c1)OCO2)C(=O)N1CCOCC1)c1cccs1
→ 25% | -8% | -3%
> CN(CCO)C(=O)c1cccc2c1-c1ccccc1C2=O
→ 3% | -3% | 8%
> Cc1cc(-c2csc(NC(=O)c3ccc(C#N)cc3)n2)c(C)n1Cc1ccccc1
→ -1% | 3% | -3%

Individual results from above:
Reading of CN(CCO)C(=O)c1cccc2c1-c1ccccc1C2=O in N370S GC mod: 3%
Reading of CSc1ccc(CCNC(=O)c2cc3cc(S(=O)(=O)N4CCCCC4)ccc3n2C)cc1 in FEN1 inhibitor: -19%
Reading of O=C(N/C(=C/c1ccc2c(c1)OCO2)C(=O)N1CCOCC1)c1cccs1 in N370S GC mod: 25%
Reading of Cc1cc(-c2csc(NC(=O)c3ccc(C#N)cc3)n2)c(C)n1Cc1ccccc1 in N370S GC mod: -1%
Reading of Cc1cc(C)nc(-n2nc(C)cc2NC(=O)c2ccc(S(=O)(=O)N3CCOCC3)cc2)n1 in FEN1 inhibitor: 4%

Next part:
Order of results: N370S GC mod | GCN5L2 inh | FEN1 inhibitor
> CCCCCn1c(Sc2nc3ccccc3s2)nc2c1c(=O)[nH]c(=O)n2C
→ 18% | -1% | 1%
> CCCCc1cc(=O)oc2c(CN(CC)CC)c(O)c(Cl)cc12
→ ? | ? | -10%
> CN(CC(=O)NCCN1CCN(Cc2ccccc2)CC1)S(=O)(=O)c1cccc2nsnc12
→ -2% | -13% | 0%
> O=C(O)c1ccc(NC(=O)C2C3CCC(O3)C2C(=O)O)cc1 (stereo not given)
→ 7% | -2% | 9%
> Cc1ccc(-c2cc(C(=O)Nc3cc(C)on3)c3ccccc3n2)cc1
→ 7% | -1% | -4%
> N#Cc1ccc(C23CC4(C2)[C@H](CN(P(=O)(c2ccccc2)c2ccccc2)[C@@H]4c2ccccc2)C3c2ccc(Cl)nc2)cc1 (stereo not given in full)
→ ? | -20% | -17%
> O=[N+]([O-])c1cccc(-n2cccc2/C=N/Nc2nc(N3CCCCC3)nc(N3CCCCC3)n2)c1
→ 7% | -16% | -15%
> CCCCOc1ccc(S(=O)(=O)Nc2cc(OC)ccc2OC)cc1
→ -5% | · | -5%
> CCCN(C(=O)c1cc(S(=O)(=O)N(C)c2ccc(OCC)cc2)ccc1C)C1CCS(=O)(=O)C1 (stereo not given)
→ · | 2% | 6%
> CC(/C=C1\SC(=O)N(CC(=O)Nc2cccc(O)c2)C1=O)=C\c1ccccc1
→ -9% | -22% | -30%
> O=c1c(-c2ccccc2)nnc2sc(COc3ccc(Br)cc3)nn12
→ 7% | 0% | -1%
> O=C(CSc1nc2ccccc2[nH]1)c1ccc(Cl)s1
→ 9% | -3% | -17%
> CC(C)(C)c1ccc(S(=O)(=O)NCCOCC(F)(F)C(F)F)cc1
→ -2% | -13% | -24%
> NS(=O)(=O)OCCCc1ccc(C(F)(F)F)cc1
→ -8% | -2% | 8%
> Cc1nc2ccccc2c(=O)n1C1CCCCCC1
→ 0% | 3% | -2%
> CN1C(=O)C2(C(C#N)=C(N)N(c3cc(Cl)cc(Cl)c3)C3=C2C(=O)CCC3)c2ccccc21 (stereo not given)
→ -6% | -1% | -1%
> COc1ccc(C)cc1NC(=O)CC(=O)Nc1ccc2nc3n(c(=O)c2c1)CCCCC3
→ · | -3% | 5%
> Nc1ccc2ncccc2c1N
→ -7% | 0% | ?
> Cc1nc(CCNC(=O)Cc2ccc(Cl)cc2)cs1
→ 5% | -3% | -8%
> CC(C)CCCNc1nc(N2CCOCC2)nc(N2CCOCC2)n1
→ -6% | -1% | -18%
> CCC(COC)NC(=O)CCc1nnc(Cc2cccc(C(F)(F)F)c2)o1 (stereo not given)
→ -8% | ? | 4%
> CCN(CC(=O)Nc1ccccc1OC)C(=O)CSCc1ccc(C)cc1
→ · | -5% | 0%
> CN(C)C(CNc1ncnc2sc3c(c12)CCCCC3)c1ccco1 (stereo not given)
→ 4% | -6% | 13%
> O=S(=O)(c1ccc(Br)s1)N1CCN(c2cccc(C(F)(F)F)c2)CC1
→ · | -6% | -15%
> O=C(CSc1nnc(Nc2ccccc2)s1)NCc1ccco1
→ 5% | -1% | -1%
> CN1CCC(N(C)CC(=O)Nc2cccc(Oc3ccccc3)c2)CC1
→ -15% | -5% | -6%
> CNc1nc2c(c(=O)n(C)c(=O)n2C)n1CCCc1ccccc1
→ -9% | -10% | 4%
> C=CCN1C(=O)C(O)(CC(=O)c2ccc(Cl)cc2)c2ccccc21 (stereo not given)
→ -4% | -1% | 7%
> O=C(/C=C/c1ccc(-c2ccccc2)o1)c1ccccc1
→ 4% | -13% | -8%
> CC1CC(C)CN(S(=O)(=O)c2ccc(C(=O)NCCCn3ccnc3)cc2)C1 (stereo not given)
→ 10%[2.35 µM] | 3% | -3%
> CC(=O)N1CCC2(CC1)CCN(C(c1ccccc1)c1ccccc1)CC2
→ 5% | 13% | ·
> CN1CCN(c2ncc3nc(-c4cc(F)cc(F)c4)c(=O)n(Cc4cccs4)c3n2)CC1
→ -15% | -5% | ·
> COC(=O)C1Cc2c([nH]c3ccccc23)C(C(C)C)N1 (stereo not given)
→ -1% | -14% | 1%
> N#CC1=C(N)Nc2nc3ccccc3n2C1c1ccc(Cl)cc1 (stereo not given)
→ -8% | 1% | -8%
> O=C(NNC(=S)NC1CCCCC1)c1ccccc1O
→ -7% | 1% | 4%
> Cc1cccc(Cn2c(SCc3ccc(C(=O)NCCc4ccccc4)cc3)nc3cccnc32)c1
→ · | -9% | 2%

Some of the compounds tested; the hit share may differ from the screen's.
